From PubChem BioAssay
Growth percent in the NCI-60 one-dose screen (48 h, 10 µM unless noted): 100 = growth as untreated, 0 = no growth, -100 = all killed.
UACC-62 – UACC-62 melanoma | 81,000 compounds, 5.4% hits
SK-MEL-28 – SK-MEL-28 melanoma. 81,000 compounds, 4.1% hits. AID 1794761
LOX IMVI – LOX IMVI melanoma | 79,000 compounds, 7.4% hits | AID 1794757
SK-MEL-5 – SK-MEL-5 melanoma. 80,000 compounds, 6.4% hits. AID 1794755
UACC-257 – UACC-257 melanoma; AID 1794764; 78,000 compounds, 4.4% hits
MALME-3M – MALME-3M melanoma; 78,000 compounds, 5.8% hits
MDA-MB-435 – MDA-MB-435 melanoma. AID 1794794. 82,000 compounds, 7.8% hits
SK-MEL-2 – SK-MEL-2 melanoma | 77,000 compounds, 4.7% hits | AID 1794763
* marks the source's active call; other numbers are inactive results; . = no result given; & = joins results of further samples; [ ] = another dose, or the depositor's remark. How the source made its calls: active means growth percent below 10; inactive means the rest.

SMILES	UACC-62	SK-MEL-28	LOX IMVI	SK-MEL-5	UACC-257	MALME-3M	MDA-MB-435	SK-MEL-2
Cn1cc(-c2csc(-c3c[nH]c4ncccc34)n2)c2ccccc21	72	88	72	82	88	90	29	.
NS(=O)(=O)c1ccc(NC(=O)CN(C(=O)C(F)(F)F)C2CCCC2)cc1	100	110	98	99	106	102	103	100
CCOC(=O)c1[nH]c(C)c(CC)c1C	100	111	96	102	88	95	101	106
O=C1Nc2ccc(F)cc2/C1=N/N=C/c1ccc(F)cc1	93	115	101	101	99	103	105	104
COc1ccccc1/C=C1\N=C(c2ccccc2)OC1=O	100	115	99	106	110	104	104	106
Cc1nnc(N)s1	95&102	104&100	102&99	104&103	110&94	115&100	108&96	106&84
CC1CCC(=O)N1c1ccc(N)cc1 (configuration not stated)	100	107	95	99	89	105	109	100
COc1ccc(C(=O)C(C#N)c2ccccc2)cc1 (configuration not stated)	96	104	101	95	103	96	107	.
CCOC(=O)C(Nc1ccccc1)C(=O)OCC	104	111	93	102	112	93	110	108
Fc1ccc(-c2nnc(/C=C/c3cn(-c4ccccc4)nc3-c3ccccc3)o2)cc1	.	99	84	105	.	89	100	103
COc1ccccc1NC(=O)/C=C\C(=O)O	93	104	98	103	112	104	103	95
COc1ccc(/C(Cl)=N\N=C(\Cl)c2c(Cl)c(OC)c(OC)c(OC)c2Cl)cc1	66	79	84	70	60	64	76	70
CCN(CC)Cc1cc(OC(=O)c2ccccc2)cc(C(=O)OC)c1	101	107	95	104	.	105	100	117
O=C1C(Cl)C(c2ccc(Br)cc2)N1n1cnnc1 (configuration not stated)	99	97	95	103	87	101	103	105
Cc1[nH]c(C(=O)Nc2ccc(C(N)=O)cc2OCc2cccc(C(=O)NCCN)c2)c(Cl)c1Cl	105	108	100	100	100	96	102	115
c1ccc(CSCc2ccccc2)cc1	96	122	101	108	110	103	95	71
C/C(=N\NC(=S)NC1CCCCC1)c1nc2ccc(Cl)cc2[nH]1	85	91	63	82	99	121	91	97
C=C(C)[C@@H]1CC[C@]2(C(=O)N3CCN(C)CC3)CC[C@]3(C)[C@H](CC[C@@H]4[C@@](C)(CCC#N)[C@H](C(=C)C)CC[C@]43C)[C@@H]12	92	102	96	89	96	91	97	99
O=C(c1ccccc1)c1ccc(O)c(O)c1O	98	106	99	101	120	117	96	128
CC(C)COC(=O)c1ccc(NC(=O)CC2CCCN2)cc1 (configuration not stated)	106	104	94	101	105	98	96	105
NS(=O)(=O)Oc1ccc2c(ccn2C(=O)C2CCCCC2)c1	89	109	101	96	110	113	110	106
CCC(=O)Nc1ccc(C(=O)NCCN(CC)CC)cc1	100	104	102	105	103	90	105	.
CC(C)(C)C1CCC(N)CC1 (configuration not stated)	101	109	98	101	103	105	106	104
CC(=O)c1c[nH]c2ccc(-c3ccnc(Nc4ccc(NC(=O)C5CCCC5)c(CN5CCOCC5)c4)n3)cc12	-90*	-62*	-54*	-75*	-28*	-82*	-76*	-54*
O=c1cc(-c2ccncc2)oc2ccccc12	88	110	105	98	114	114	100	100
O=[N+]([O-])c1ccc(-c2cnc3nonc3n2)cc1	79	108	102	96	83	106	107	109
O=C1OC(=O)C2(Cl)C3C=CC(C3)C12 (configuration not stated)	87	106	94	93	93	112	104	99
CCC(C(=O)NC(=O)NOC)c1ccccc1 (configuration not stated)	103	100	101	105	98	100	99	106
CC1(C)COC(Cc2ccccc2)=N1	104	108	101	102	101	.	111	98
C[N+]1(C)CCCC1c1ccccc1 (configuration not stated)	100	104	96	102	.	104	106	113
CS(=O)(=O)N1CC(CCl)c2ccc([N+](=O)[O-])cc21 (configuration not stated)	92	92	99	101	108	105	100	118
C=C1CCC(C(C)C)C2C1C1CC(C)(O)C3CCC(C)(O3)C2O1 (configuration not stated)	95	110	108	98	101	113	109	120
CCOC(=O)CCCCc1ccc(C(C)=O)cc1	100	111	99	103	93	109	104	112
CCOC(c1ccccc1)(c1ccccc1)c1ccccc1	98	107	103	101	.	93	96	97
COc1cccc2c1CN(C(=O)c1ccc(O)c(C(=O)N3Cc4ccccc4C3)c1)C2	97	109	100	99	112	106	105	111
COC(=O)Nc1ccc(NC(=O)OC)cc1	103	116	99	99	66	105	101	89

Fetched by compound from above:
SMILES	UACC-62	SK-MEL-28	LOX IMVI	SK-MEL-5	UACC-257	MALME-3M	MDA-MB-435	SK-MEL-2
CCN(CC)Cc1cc(OC(=O)c2ccccc2)cc(C(=O)OC)c1	101	107	95	104	.	105	100	117
COc1ccccc1NC(=O)/C=C\C(=O)O	93	104	98	103	112	104	103	95
O=c1cc(-c2ccncc2)oc2ccccc12	88	110	105	98	114	114	100	100
CCOC(=O)CCCCc1ccc(C(C)=O)cc1	100	111	99	103	93	109	104	112
c1ccc(CSCc2ccccc2)cc1	96	122	101	108	110	103	95	71
O=C(c1ccccc1)c1ccc(O)c(O)c1O	98	106	99	101	120	117	96	128
CC(C)COC(=O)c1ccc(NC(=O)CC2CCCN2)cc1 (configuration not stated)	106	104	94	101	105	98	96	105

Next section:
SMILES	UACC-62	SK-MEL-28	LOX IMVI	SK-MEL-5	UACC-257	MALME-3M	MDA-MB-435	SK-MEL-2
C=CCSCC1Nc2cc(Cl)c(S(N)(=O)=O)cc2S(=O)(=O)N1C (configuration not stated)	99	111	96	108	102	124	109	104
O=C1C[C@H](c2cccc3ccccc23)Cc2ccccc2O1	95	111	89	96	89	95	101	106
O=C(CSc1nc2ccccc2c(=O)n1-c1ccccc1)Nc1ccc(S(=O)(=O)Nc2nccs2)cc1	71	76	36	66	63	88	84	90
Cc1ccc(S(=O)(=O)NCCNS(=O)(=O)c2ccc(C)cc2)cc1	83	108	94	98	92	79	106	103
FC(F)(F)c1cc(CNc2nc(Cl)ncc2Br)cc(C(F)(F)F)c1	77	94	98	95	81	91	46	84
C=C1CCC2C3(C)COC(c4ccco4)OC3CCC2(C)C1CC(NCc1ccccc1)C1=CCOC1=O (configuration not stated)	63	91	71	52	62	88	78	80
CN(C)CCn1c2ccccc2c2nc3cc4ccccc4cc3nc21	57	-80*	.	15	18	-87*	-67*	60
CCc1ccc(Cc2cnc(NC(=O)C3=NCCCN3)s2)cc1	90	97	94	98	97	79	96	102
CCn1c(SC/C(=N/O)c2ccc(C)cc2)nnc1-c1ccncc1	99	107	99	105	102	100	97	106
O=C/C=C/C1CC=CCC1 (configuration not stated)	.	109	95	95	99	87	102	105
CC(=O)N1N=C(c2ccc(Nc3nc(Nc4ccccc4)nc(Nc4ccccc4)n3)cc2)CC1c1cccc([N+](=O)[O-])c1 (configuration not stated)	84	115	87	87	92	136	96	61
COc1cc(C(=O)C(C)[n+]2ccccc2)ccc1OC(C)=O (configuration not stated)	104	105	95	103	127	90	100	93
O=[N+]([O-])c1cc([N+](=O)[O-])c(NN=C(c2ccc(O)cc2)c2ccc(O)cc2)cc1Cl	18	-90*	-94*	59	-80*	-52*	-62*	-94*
O=C1/C(=C/c2cc(Cl)cc(Cl)c2)Cc2c(F)ccc(Br)c21	85	113	94	98	111	99	100	98
FC(F)(F)c1ccc(/C=N/NC(=S)Nc2ccccc2)cc1	95	117	95	101	100	108	104	117
COc1cc(/C=N/N2CN(C(C)C(=O)O)B(Nc3ncccn3)N=C2N)cc(OC)c1 (configuration not stated)	92[100 µM]	98[100 µM]	95[100 µM]	81[100 µM]	85[100 µM]	100[100 µM]	96[100 µM]	106[100 µM]
FC(F)(F)c1ccc(CNc2ccc(Cc3c[nH]c4ncc(Cl)cc34)cn2)cn1	6.7*	18	15	-60*	7.2*	16	6.4*	.
Nc1ncccc1O	89	106	75	101	91	131	109	17
CCOC(=O)c1c(C)nc2c(c1N)/C(=C/c1ccc(OC)c(O)c1)C(=O)N2c1ccc(OC)cc1	86	99	85	89	91	79	90	94
Cc1cc2c(c3c1C(C)CCC3=O)C(C)(C)CC2(C)C (configuration not stated)	101	111	99	100	87	91	106	107
COC(=O)c1c(C)nc(C)c2c1C(=O)C(Br)=C(NCc1ccccc1)C2=O	-11*	56	6.4*	-96*	-7.9*	-75*	-77*	27
CS(=O)(=O)c1ncnc2nc[nH]c12	96	151	102	91	146	117	95	.
O=C(O)c1ccc(-c2nn(-c3ccc(C(F)(F)F)cc3)cc2CNc2ccc(Cl)cc2)cc1	64	73	71	76	88	118	77	87
CC(=O)c1cccc(OCCCCOc2cccc(C(C)=O)c2)c1	87	108	102	98	98	102	109	103
CCCCCC#CC1OC23CCCCC2C(C#N)(C(=N)O3)C1(C#N)C#N (configuration not stated)	83	109	90	97	79	98	93	93
CCSc1ccc(N=[N+]([O-])c2ccc(SCC)c(Cl)c2)cc1Cl	88	95	92	97	99	106	106	118
CC1=CC(=C(c2cc(C)c(O)c(C(=O)O)c2)c2cc(C)c(O)c(C(=O)O)c2)C=C(C(=O)O)C1=O	95	111	93	97	109	123	115	100
CC(=O)O[C@@]1(c2cn(-c3ccc(C(=O)O)cc3)nn2)CC[C@H]2[C@@H]3CCC4=CC(=O)CC[C@@H]4[C@H]3CC[C@@]21C	90	99	103	96	95	105	103	101
CCOC(=O)c1c[nH]c(C#N)c1C	94	109	98	100	90	108	102	115
Cc1ccc(N2CCN(CC(O)COc3ccc(Cl)cc3)CC2)cc1 (configuration not stated)	105	104	110	103	102	123	109	102
Cn1[nH]c2[nH]c(=S)sc(=S)c2c1=O	104	100	102	100	.	98	95	.
CC(C)/C=C/CC[C@](C)(O)[C@H]1CC[C@]2(C)[C@@H]1CC[C@@H]1[C@@]3(C)C/C(=C/c4ccncc4)C(=O)C(C)(C)[C@@H]3CC[C@]12C	62	89	.	68	81	82	88	90
COc1ccc(CC(=O)O)cc1	105	103	103	106	93	120	100	98
COc1c(C)cccc1C(C)=O	100	111	96	108	102	96	104	96
O=C1Nc2cnc(Cl)nc2Nc2ccc(Cl)cc21	92	116	101	102	.	118	108	100
O=C1CC2(CCCCC2)CC(=O)N1	105	97	.	.	136	101	106	.

Arranged by count of non-hydrogen atoms (smallest number first): part of the list above
SMILES	UACC-62	SK-MEL-28	LOX IMVI	SK-MEL-5	UACC-257	MALME-3M	MDA-MB-435	SK-MEL-2
O=C1CC2(CCCCC2)CC(=O)N1	105	97	.	.	136	101	106	.
CCCCCC#CC1OC23CCCCC2C(C#N)(C(=N)O3)C1(C#N)C#N (configuration not stated)	83	109	90	97	79	98	93	93
CC(=O)O[C@@]1(c2cn(-c3ccc(C(=O)O)cc3)nn2)CC[C@H]2[C@@H]3CCC4=CC(=O)CC[C@@H]4[C@H]3CC[C@@]21C	90	99	103	96	95	105	103	101

More structures
SMILES	UACC-62	SK-MEL-28	LOX IMVI	SK-MEL-5	UACC-257	MALME-3M	MDA-MB-435	SK-MEL-2
C#Cc1cccc(NC(=O)C2CCCN(C(=O)CCl)C2)c1 (configuration not stated)	44[8.25 µM]	102[8.25 µM]	.	19[8.25 µM]	80[8.25 µM]	3.8*[8.25 µM]	44[8.25 µM]	76[8.25 µM]
CCN1CCN(c2oc(C(c3ccccc3)c3ccccc3)nc2C#N)CC1	94	116	99	98	99	102	98	94
Cc1ccc(S(=O)(=O)Oc2cc3oc(=O)c4c(c3cc2Cl)CCCCC4)cc1	63	107	90	71	86	72	95	74
CCOC(=O)Cn1c(=O)cc(N)n1S(=O)(=O)c1ccccc1	100	114	97	99	122	95	105	107
CSc1nc(=S)cc(C)[nH]1	92	118	97	117	26	117	110	112
CCCCCCCCCc1ccc(C(=O)Nc2cc(C)ccc2C(=O)OC)cc1	84	107	102	102	106	100	105	111
COc1ccc(CNC(=O)CSc2nc3ccccc3c(=O)n2CCc2ccc(S(N)(=O)=O)cc2)cc1OC	102	114	100	98	114	109	103	99
CCOC(=O)c1cnn2c1NC=C(C(=O)c1ccccc1O)C2C(C)C (configuration not stated)	88	105	94	77	113	97	103	93
CCCC(=O)NC(c1cccnc1)c1cc(C(C)(C)C)c2cccnc2c1O (configuration not stated)	7.5*	25	20	-15*	5.0*	25	30	30
CC(C)(C)n1cc(-c2ccnc(NCCCNS(=O)(=O)c3ccc(Br)cc3)c2)c(-c2cccc(F)c2)n1	87	92	.	77	99	87	96	87
O=C1OC(c2ccccc2)=N/C1=C\c1ccc([N+](=O)[O-])cc1	96	102	97	99	.	89	106	105
CC(C)Cn1c(O)c(N=Nc2nc(-c3cc4ccccc4oc3=O)cs2)c2cc(Br)ccc21	93	106	87	97	99	96	115	117
CC(O)C(=O)OCCOCc1ccccc1 (configuration not stated)	103	116	100	95	106	111	106	108
CC1CCN(C(=O)CSc2nc3sc4c(c3c(=O)[nH]2)CCCC4)CC1	105	125	86	92	.	109	96	80
CCCCC(CC#N)(CCC)CCC	118	100	92	106	110	83	99	102
COc1cc2oc(-c3cccc(NC(=O)[C@@H](N)CCC(N)=O)c3)cc(=O)c2c(OC)c1OC	91	104	103	101	116	112	104	.
Cn1cc(-c2csc(-c3ccc4ccccc4c3)n2)c2cc(F)ccc21	88	103	106	105	.	111	88	95
CCc1cc(C)cc(NC(=O)OC2CCCCC2C)c1 (configuration not stated)	69	97	77	85	82	92	110	92
COc1cc(/C=C2\C(=O)N(Cc3ccc(Cl)cc3)c3ccccc32)cc(OC)c1OC	22	-43*	-57*	42	22	66	28	90
CC1(C)CC(=O)c2c(nc(Nc3nc4ccccc4s3)nc2-c2ccc(Cl)cc2Cl)C1	68	96	87	96	87	93	104	101
